Screening results from PubChem BioAssay.
Peg3 prom inh – Peg3 promoter activity inhibition. HeLa PEG-Prom luciferase reporter, luminescence, overnight. inhibition, % at 20 µM. actives 1.7% (n = 360,000);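 active = inhibition of at least 50% at 20 µM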
hiPSC survival – enhancers of human iPSC single-cell survival; hiPSC single-cell survival, ATPlite luminescence; 100% = ROCK inhibitor wells, 0% = DMSO; survival enhancement, % at 20 µM; actives 0.044% (n = 360,000); in the data active = survival enhancement above about 18%;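 also: cells exposed to compounds for 16 hours before the ATP read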
NR2E3 ag-1 – activates human photoreceptor nuclear receptor NR2E3. Q9Y5X4. GST-NR2E3/biotin-RetCOR TR-FRET, 1536-well. inhibition of corepressor binding, % at 4.78 µM. actives 0.12% (n = 320,000). AID 2300;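 active = percent inhibition above the cutoff of mean plus 3 SD of all tested compounds, set per screening campaign, cut at about 20% in these data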;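 also: 0% = DMSO wells and 100% = biotin wells as full block of FRET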
Target sequence (Q9Y5X4 whole entry, looked up): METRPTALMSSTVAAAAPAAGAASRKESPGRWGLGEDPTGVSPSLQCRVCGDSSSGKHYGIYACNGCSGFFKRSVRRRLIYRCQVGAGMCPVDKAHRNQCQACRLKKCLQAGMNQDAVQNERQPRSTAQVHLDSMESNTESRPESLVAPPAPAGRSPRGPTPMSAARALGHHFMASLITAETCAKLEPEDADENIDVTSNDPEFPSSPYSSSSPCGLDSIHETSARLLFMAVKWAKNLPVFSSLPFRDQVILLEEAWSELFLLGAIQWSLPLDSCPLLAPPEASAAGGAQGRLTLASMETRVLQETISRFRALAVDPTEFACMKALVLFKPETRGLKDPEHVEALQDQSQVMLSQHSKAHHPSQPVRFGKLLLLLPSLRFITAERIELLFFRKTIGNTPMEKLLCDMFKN
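system = GST-tagged NR2E3 plus biotinylated RetCOR corepressor | input = 1.35 nM GST-NR2E3 | also added = 7 nM biotin-RetCOR | schedule = 5 h incubation at 4 °C | measured by = TR-FRET with europium anti-GST and streptavidin-D2, 340 nm excitation | read-out = percent loss of FRET ratio relative to control wells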
HIF-2a block – inhibitors of HIF-2a | 786-0 RCC cells HIF-2a reporter, luciferase luminescence, overnight | inhibition, % at 18.8 µM | AID 624352 | actives 0.72% (n = 360,000);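 active = inhibition of the luminescence signal of 40% or more relative to plate controls, in a single-dose primary screen at 18.75 µM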
NR2E3 ag-2 – activates human NR2E3 receptor. Q9Y5X4. CHO-S Gal4-NCOR/VP16-NR2E3 two-hybrid, luciferase. inhibition of corepressor binding, % at 3.98 µM. actives 0.35% (n = 360,000). AID 602229;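 active = inhibition above the mean of all tested compounds plus 3 SD, cut at about 70% in these data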;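 also: 0% = DMSO with NR2E3 transfected cells and 100% = cells lacking NR2E3 construct; higher means lower luciferase signal from less NR2E3 corepressor binding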
KKLEB cytotox – reduces viability of KKLEB cystic fibrosis airway cells. KKLEB CF airway cells viability, ATPlite luminescence, overnight; hits give low values; cells stimulated with P. aeruginosa culture filtrate. activity change (cytotoxicity), % at 5 µM. actives 0.36% (n = 360,000). AID 602141;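 active = corrected activity change at or below -50% at 5 µM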
CF NFkB inh – cystic fibrosis NF-kB activation inhibition | inhibition, % at 5 µM | actives 0.86% (n = 360,000) | AID 588850 | KKLEB NF-kB-GFP reporter, PAF-induced, GFP fluorescence overnight;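 active = at least 50% inhibition at 5 µM, scaled per plate between neutral and stimulator controls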;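 also: PAF is a Pseudomonas aeruginosa culture filtrate used as stimulus; plate controls were PAF-stimulated DMSO wells for no effect and unstimulated DMSO wells for full effect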
C8 TRAIL sens – caspase-8 TRAIL sensitization; inhibition (viability loss, TRAIL sensitization), % at 10 µM; actives 1% (n = 360,000); NB7+C8 cells + TRAIL, ATPlite viability luminescence;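 active = compounds causing at least 50% loss of cell viability in the single-dose screen, relative to plate controls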
Shn3 inh set2 – reduces Shn3 3'UTR luciferase signal in osteoblasts | actives 0.52% (n = 360,000) | inhibition, % at 12.5 µM | Clone20 osteoblast Shn3 3'UTR firefly luciferase, 24 h | AID 588674;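 active = mean inhibition of at least 75% with every replicate also reaching 75%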;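 also: 0% = median of neutral control wells and 100% = pilot-screen positive control compound; some compounds past the cut are filed as inactive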
LMP1 NFkB inh – inhibitors of Epstein-Barr LMP1-induced NF-kappaB reporter | LMP1-induced NF-kappaB luciferase reporter cells, luminescence | inhibition, % at 12.5 µM | actives 0.69% (n = 350,000) | AID 504558; in the data active = inhibition above about 41%;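 also: 0% = neutral control wells and 100% = reference inhibitor control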
MITF TRPM1 inh – reduces MITF-dependent TRPM1 promoter luciferase signal | SK-MEL-5 TRPM1 promoter luciferase, 24 h | inhibition, % at 12.5 µM | actives 0.83% (n = 330,000) | AID 488899;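 active = mean inhibition across replicates of 60% or more, whatever share of single replicates reaches that level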; also: values of inactives mirror those of a sister screen read the other way
* = called active by the depositor; . = not tested or not shown. Only part of the results is shown, so the mix of outcomes need not match the whole.

item	canonical_smiles	KKLEB cytotox	NR2E3 ag-2	HIF-2a block	C8 TRAIL sens	MITF TRPM1 inh	hiPSC survival	Shn3 inh set2	CF NFkB inh	NR2E3 ag-1	LMP1 NFkB inh	Peg3 prom inh
1	COc1ccc(CC(=O)N2CCc3ccccc3C2)cc1	0	-14	-110	1	-7	-0.7	-16	-4	.	3	-39
2	COc1ccc(S(=O)(=O)c2snnc2C)cc1	9	-16	17	-9	-10	2.0	-1	5	1	0	11
3	c1cnc2c(OCc3nc4ccccc4[nH]3)cccc2c1	16	-123	-203	-3	-65	2.5	-115	8	3	-36	-243
4	COc1cccc(C2NC(C)(C(=O)O)C3C(=O)N(C(C)C)C(=O)C23)c1O (stereo unspecified)	-12	0	0	-1	6	-0.4	-6	18	-1	-2	6
5	Cc1ccc(NC(=O)CN(C)C(=O)COc2c(Cl)cc(Cl)c3ccc(C)nc23)cc1	-9	-8	8	-4	6	1.1	-4	-20	-1	11	13
6	CCN(CC)c1ccc(/C=N/NC(=O)c2cccc(S(=O)(=O)Nc3ccccc3OC)c2)cc1	-3	13	9	5	-20	1.5	4	-2	-2	-12	6
7	Nc1ncc(Br)cc1S(=O)(=O)NCCC(=O)N1CCN(c2ncccn2)CC1	-24	-26	8	1	-7	-1.4	6	2	1	19	0
8	CC1CN(C(=O)c2cccc(S(=O)(=O)Nc3ccc(Cl)cc3)c2)CC(C)O1 (stereo unspecified)	-3	-2	20	-3	10	1.4	9	14	1	6	8
9	O=C(COC(=O)c1cc(=O)c2ccccc2o1)NC1CCCC1	2	2	9	6	-2	-1.3	-10	-3	1	-3	-2
10	CN(C)CCn1c(NCc2ccc3c(c2)OCO3)nc2ccccc21	-3	2	17	-13	-2	-0.5	13	17	.	-3	-3
11	COc1ccc(CC(=O)Nc2cccc(-c3cn4ccccc4n3)c2)cc1	11	-46	-183	21	-36	4.4	-33	-28	4	-3	-129
12	COc1cc(S(=O)(=O)NCc2ccccc2)ccc1-n1cnnn1	1	14	3	-4	12	0.2	8	12	5	3	-2
13	CCC(=O)N1CCC1(C)C(=O)Nc1cc(-c2ccccc2)nn1C (stereo unspecified)	11	-73	-213	10	.	-2.1	-30	9	.	.	-198
14	COc1ccccc1NC(=O)N1CCCC(C(=O)Nc2cccc(C)c2C)C1 (stereo unspecified)	0	-21	12	-9	7	-0.3	4	20	4	3	3
15	C=CCNC(=O)CN1c2cccc3cccc(c23)S1(=O)=O	18	15	5	10	7	0.1	-7	-25	1	-11	17
16	Cc1ccc(N(Cc2ccccc2)C(=O)c2cccc(S(=O)(=O)N3CCN(C)CC3)c2)cc1	13	-19	-23	-3	-22	-0.4	-5	-26	6	1	-35
17	Cn1ncc2c(NNC(=O)c3ccc(Cl)c(Cl)c3)ncnc21	3	-33	-28	-6	2	-1.0	-29	-3	-1	-5	-32
18	Cn1nc(C(=O)OCC(=O)Nc2ccc(SC(F)F)cc2)c2ccccc2c1=O	12	-18	-11	-12	-5	-0.4	-9	14	.	0	-17
19	O=C(CCNC(=O)c1ccco1)Nc1ccc(Cl)cc1F	-2	8	9	-18	5	0.5	-3	12	3	1	13
20	O=C(NC(=S)NC1CCSC1=O)c1ccccc1F (stereo unspecified)	-2	-23	-22	-12	-5	-1.6	-12	3	0	-3	-11

Carrying on.
item	canonical_smiles	KKLEB cytotox	NR2E3 ag-2	HIF-2a block	C8 TRAIL sens	MITF TRPM1 inh	hiPSC survival	Shn3 inh set2	CF NFkB inh	NR2E3 ag-1	LMP1 NFkB inh	Peg3 prom inh
21	CCOC1=C2CN(S(=O)(=O)c3ccc(C)cc3)[C@H](c3ccccc3)C[C@H]2[C@H]2C(=O)N(c3ccccc3)C(=O)[C@H]2C1	5	-12	11	-12	.	-1.8	7	-12	.	.	-4
22	CCOc1ccc(NC(=O)C(CC)n2nc(C)c3c(C)n(-c4ccccc4)nc3c2=O)cc1 (stereo unspecified)	25	-11	15	15	6	-0.6	6	8	-5	-2	13
23	COc1ccc(S(=O)(=O)N2CCOC2CNC(=O)C(=O)NCCc2ccccc2)cc1OC (stereo unspecified)	-18	12	4	1	.	-1.0	2	22	0	-1	24
24	COc1ccc(OC)c(NC(=O)CC2C(=O)NCCN2C(=O)Nc2cccc(Cl)c2)c1 (stereo unspecified)	3	-29	18	-4	-9	0.1	-17	-12	6	-11	5
25	NNC(=O)CC1=NNC(=O)C1	13	6	11	-9	5	3.4	6	0	.	1	-5
26	Cc1ccc(OCC(O)CN2C(=O)NC(C)(C)C2=O)cc1C (stereo unspecified)	-22	-29	2	8	-6	0.3	2	9	1	-2	4
27	COc1ccc(CNC(=O)CN(C(=O)Cn2nnc(-c3ccccc3F)n2)c2ccc(C)cc2)cc1	7	-34	14	-3	11	-0.8	10	-8	0	-2	17
28	CN(C)CCCn1c(=O)n(Cc2ccccc2)c(=O)c2c3c(sc21)CCCCC3	-15	23	0	5	2	-0.5	-2	21	1	-1	90*
29	COc1cccc(CNC(=O)Cn2c(=O)oc3cc(S(=O)(=O)N4CCCCC4)ccc32)c1	0	-1	5	2	-9	-0.4	26	14	2	-5	12
30	Cc1ccc2nc(SCc3ccccc3)c(C=O)c(=O)n2c1	-5	12	2	-2	-12	1.8	9	-1	-3	-6	-142
31	CCOC(=O)c1c(NC(=O)CSc2nnc3ccccn23)sc2c1CCC2	-16	-8	11	-2	5	2.0	-23	-7	1	-5	4
32	O=C(NCCN1C(=O)S/C(=C\c2ccc(Cl)c(Cl)c2)C1=O)C1COc2ccccc2O1 (stereo unspecified)	-11	-14	3	-7	7	-0.5	9	21	-3	-5	4
33	CCN1N=C(C)C=C(c2ccccc2)n2c1nc1ccccc12	7	-21	12	5	9	-0.7	15	-6	-2	1	22
34	CCNCCNC(=O)c1c(O)c2c([nH]c1=O)CCCC2	7	-3	-10	11	-7	1.4	-19	-5	1	-11	-3
35	CCNC(=O)COc1cc(C)c(Cl)c(C)c1	-1	0	-13	-8	12	1.9	1	-4	-4	6	-5
36	CC(Oc1cccc(Cl)c1)C(=O)Nc1ccc(S(=O)(=O)Nc2ncccn2)cc1 (stereo unspecified)	8	-13	14	20	28	0.7	-11	-2	-1	-1	9
37	CCc1n[nH]c(=O)c2cc3cc(OC)ccc3n12	-18	-12	-10	11	-1	-0.5	20	4	-1	-8	-28
38	O=C(NCCC1=CCCCC1)c1c(O)nc2sccn2c1=O	23	-32	-61	8	-17	0.4	-11	-17	3	-8	-16
39	CN(C)CCCn1c2c(c(SCC(=O)Nc3ccc4c(c3)OCCO4)nc1=O)CCCC2	-4	10	2	-2	.	5.1	-10	8	.	-1	3
40	COC(=O)c1cc(OC)c(OC)cc1NCC(=O)Nc1ccc(C)cc1	4	1	-4	5	-3	-1.8	-3	-6	-2	8	13

(more compounds)
item	canonical_smiles	KKLEB cytotox	NR2E3 ag-2	HIF-2a block	C8 TRAIL sens	MITF TRPM1 inh	hiPSC survival	Shn3 inh set2	CF NFkB inh	NR2E3 ag-1	LMP1 NFkB inh	Peg3 prom inh
41	COc1ccccc1N1CCN(C/C(C)=C/c2ccccc2)CC1	-11	-4	-8	4	-16	2.3	-11	7	-3	3	13
42	O=C(COC(=O)CNC(=O)c1ccccc1)Nc1ccc(Cl)cc1C(F)(F)F	-2	16	20	8	-3	-1.4	-8	0	2	1	2
43	O=C(COC(=O)c1ccco1)NC(c1ccccc1)c1ccccc1	5	9	13	-2	5	-1.3	1	1	4	-3	-4
44	CNC(=O)NC(=O)CSc1ccc(S(=O)(=O)N(C)C2CCCCC2)cn1	4	7	15	-12	-2	-0.5	4	4	.	-3	7
45	CCCCn1c(N)c(N(CCOC)C(=O)CC(NC(=O)c2ccccc2)c2ccccc2)c(=O)[nH]c1=O (stereo unspecified)	-1	-31	10	-4	-1	-0.1	9	15	-4	0	-2
46	Cc1cc(C(=O)N2CCN(Cc3ccc4c(c3)OCO4)CC2)on1	0	0	8	1	0	-1.0	-5	22	4	1	7
47	S=C(NCc1cccs1)Nc1ccc(Br)cc1Cl	18	-88	-181	-3	-18	1.1	-46	-4	1	-13	-165
48	O=C(NCc1ccc(F)cc1)c1cc(C2CCCCN2C(=O)CCCc2ccccc2)on1 (stereo unspecified)	1	16	10	-1	.	0.5	21	-19	.	.	8
49	O=C(OCc1ccc([N+](=O)[O-])cc1)c1cc(S(=O)(=O)N2CCCCC2)ccc1N1CCOCC1	5	6	15	25	24	0.2	38	-11	-2	2	21
50	CCCC(=O)N1c2ccccc2NC2=C(C(=O)CCC2)C1c1ccc(F)cc1 (stereo unspecified)	4	5	3	-2	-6	-0.8	18	-11	3	-5	12
51	CCN(CC)C(=O)Cn1cc(C(=O)C(=O)NCCCN2CCOCC2)c2ccccc21	20	-22	17	2	-8	-0.3	-7	-10	2	11	17

Compounds shown so far that have fluorine, in the order listed:
item	canonical_smiles	KKLEB cytotox	NR2E3 ag-2	HIF-2a block	C8 TRAIL sens	MITF TRPM1 inh	hiPSC survival	Shn3 inh set2	CF NFkB inh	NR2E3 ag-1	LMP1 NFkB inh	Peg3 prom inh
18	Cn1nc(C(=O)OCC(=O)Nc2ccc(SC(F)F)cc2)c2ccccc2c1=O	12	-18	-11	-12	-5	-0.4	-9	14	.	0	-17
19	O=C(CCNC(=O)c1ccco1)Nc1ccc(Cl)cc1F	-2	8	9	-18	5	0.5	-3	12	3	1	13
20	O=C(NC(=S)NC1CCSC1=O)c1ccccc1F (stereo unspecified)	-2	-23	-22	-12	-5	-1.6	-12	3	0	-3	-11
27	COc1ccc(CNC(=O)CN(C(=O)Cn2nnc(-c3ccccc3F)n2)c2ccc(C)cc2)cc1	7	-34	14	-3	11	-0.8	10	-8	0	-2	17
42	O=C(COC(=O)CNC(=O)c1ccccc1)Nc1ccc(Cl)cc1C(F)(F)F	-2	16	20	8	-3	-1.4	-8	0	2	1	2
48	O=C(NCc1ccc(F)cc1)c1cc(C2CCCCN2C(=O)CCCc2ccccc2)on1 (stereo unspecified)	1	16	10	-1	.	0.5	21	-19	.	.	8
50	CCCC(=O)N1c2ccccc2NC2=C(C(=O)CCC2)C1c1ccc(F)cc1 (stereo unspecified)	4	5	3	-2	-6	-0.8	18	-11	3	-5	12
